Source: PubChem
Lipid droplet – inhibitors of hepatocyte lipid droplet formation, primary screen, imaging, high-throughput imaging, BODIPY stain. AML12 mouse hepatocytes, oleate lipid droplets. inhibition, % at 6.5 µM. 240,000 tested, 0.4% active;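 active = lipid droplet intensity inhibited by at least 50%, with more than 500 cells counted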
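Assay system: AML12 hepatocytes (mouse) / Also added: 100 µM oleic acid challenge / Times: overnight treatment with compound plus oleate / Detection: high-content imaging of BODIPY-stained droplets and DAPI nuclei / Evaluation: % inhibition of lipid droplet signal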
Ins promoter up – insulin promoter activators in MIN6 cells, imaging, high-content screening, mouse beta cells; 190,000 tested, 0.3% active; AID 1625, 2009; z-score at 5 µM; MIN6 insulin promoter-GFP reporter; active compounds read high;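 active = z-score above 3 at 5 µM with at least 500 cells counted in the well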
WT yeast gro inh – growth inhibition of WT strain, primary screen, mitochondrial fusion inhibitor project, WT and mutant strains, chemical genetic; mitochondrial fusion phenotypic screen; inhibition, % at 10 µM; 190,000 tested, 2.1% active; AID 1362, 2008; in the data active = inhibition above about 58%; tested in S. cerevisiae
ER stress rescue – rescue of cells from ER stress-induced death, primary screen, 384-well, CSM14.1, thapsigargin, ATP luminescence (AID 1222). CSM14.1 thapsigargin-induced death rescue, ATP luminescence; higher % means a stronger effect. cellular ATP content (survival), % at 20 µM; hits with a dose series show EC50 in µM. 190,000 tested, under 10 active;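 active = EC50 below 50 µM in the dose-response confirmation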;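 also: death triggered by thapsigargin at about 15 µM added after 2 h compound pretreatment; cell ATP read after overnight thapsigargin exposure of roughly 18 to 22 hours; normalized against plate controls of thapsigargin alone and 5% DMSO vehicle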
Autophagy mod – autophagy modulators in MEF cells, primary screen, imaging, high-content, MEF GFP-LC3. MEF GFP-LC3 puncta imaging; test concentration mostly 10 µM. calls only at 10 µM (by protocol). 190,000 tested, 0.98% active;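 active = percentage of spot-positive cells more than 3 SD above its plate mean, without a fluorescence outlier flag or 80% toxicity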;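 also: spot-positive cell cutoff set from DMSO-treated cells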
XIAP antagonists – XIAP antagonists, biochemical, IAP family, fluorescence polarization (AID 1018); XIAP BIR domain, fluorescence polarization peptide displacement; higher % means a stronger effect; displacement, % at 20 µM; hits with a dose series show IC50 in µM; 200,000 tested, 0.007% active; in the data active = displacement above about 50%; also: a part of the inactive calls stands beside numbers as strong as those of hits
MT stabilizer – microtubule stabilizers in HeLa cells, primary screen, imaging, high-content imaging. HeLa tubulin immunostaining HCS, 24 h; share of cells brighter than vehicle mean+2SD. % tubulin-high responders, % at 10 µM. 200,000 tested, 0.83% active. AID 2205, 2009;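 active = plate Z-score above 3 for both tubulin-high and condensed-nucleus cell shares, with cell loss under 80%, at 10 µM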;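 also: anti alpha tubulin signal scored within the nucleus-defined area of each cell; some results filed as inactive read as strong as hits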
bCat nuc transl – modulators of beta-catenin nuclear translocation, primary screen, imaging, HeLa cells, immunofluorescence, high-content; 190,000 tested, 0.3% active; nuclear translocation activity, % at 5 µM; AID 1665, 2009;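 active = nuclear translocation activity above 50% at 5 µM, with a well cell count of 50 or more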;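 also: per-cell ratio of nuclear to cytoplasmic median beta-catenin stain intensity; plate controls were DMSO negative control for no effect and GSK-3 inhibitor IX positive control for full effect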
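Test system: HeLa cells, endogenous beta-catenin; Compound: single 5 µM dose plus 0.02–20 µM confirmation series; Times: compound exposure 24 h at 37°C; Signal: fluorescence imaging of beta-catenin antibody stain plus DAPI; Read-out: % activation, nuclear-to-cytoplasmic median beta-catenin signal ratio per cell.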
Dynein transport – inhibitors of GR-EGFP nuclear translocation, primary screen, dynein cargo transport inhibitor project, imaging, high-content, 3617.4 mouse cells; test concentration mostly 20 µM; stimulated with dexamethasone, 1 µM; active compounds read low; 220,000 tested, 0.47% active; AID 1381, 2008; z-score, hits read low;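 active = plate z-score of nuclear minus cytoplasmic receptor signal below a set negative limit, without overly bright fluorescence or cell loss, cut at about -3.5 in these data, passing the limit was not always enough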;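 also: z-score of nuclear minus cytoplasmic ring GR-EGFP intensity difference per well; some compounds called inactive have numbers as strong as hits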
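Also added: dexamethasone, 1.0 µM final. Medium: tet-free, stripped-serum medium. Detection: fixed, Hoechst-stained cells imaged at 10x for EGFP. Read-out: nuclear-to-cytoplasmic GR-EGFP distribution per well. Times: induction 48 h, compound 1 h, agonist 30 min.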
WT yeast gro inh mutant strain – also measured in WT yeast gro inh; calls as there; inhibition, %; mitochondrial fusion phenotypic screen, mutant strain inhibition
Dynein transport cytoplasmic EGFP – also measured in Dynein transport; calls as there; z-score; measured here: cytoplasmic GR-EGFP intensity; active compounds read high
Dynein transport nuclear GR-EGFP – further read-out of Dynein transport, marked with its call; z-score; measured here: nuclear GR-EGFP intensity;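 lower value marks the stronger effect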
Dynein transport cell count – further read-out of Dynein transport, marked with its call; z-score; measured here: cell count per field
Ins promoter up cell count – further read-out of Ins promoter up, marked with its call; cell count; measured here: cytotoxicity, nuclei count;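 total cells summed across four imaged fields per well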
Lipid droplet cells 6.5 µM – recorded beside Lipid droplet, whose call it bears; cell count; measured here: cell count, cytotoxicity flag;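 cells counted across two imaged fields per well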
bCat nuc transl cell count 5 µM – also measured in bCat nuc transl; calls as there; cell count; measured here: cell count, cytotoxicity flag
MT stabilizer Hoechst-high % – second read-out of MT stabilizer, no call of its own (marks repeat the call); % Hoechst-high responders; measured here: nuclear condensation Hoechst responders;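 share of cells brighter than vehicle mean plus two SD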
MT stabilizer cytotoxicity % – second read-out of MT stabilizer, no call of its own (marks repeat the call); toxicity, %; measured here: cytotoxicity by cell density;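 0% = mean cell density of plate MIN control wells and 100% = no cells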
Autophagy mod cell loss 18 h – also measured in Autophagy mod; calls as there; toxicity, %; measured here: cell loss, nuclei count;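 cell loss after 18 h compound exposure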
* = called active by the depositor; i = inactive; . = no result given; + = active, no number.

SMILES	Lipid droplet	Lipid droplet cells 6.5 µM	Ins promoter up	Ins promoter up cell count	WT yeast gro inh	WT yeast gro inh mutant strain	ER stress rescue	Autophagy mod	Autophagy mod cell loss 18 h	XIAP antagonists	MT stabilizer	MT stabilizer Hoechst-high %	MT stabilizer cytotoxicity %	bCat nuc transl	bCat nuc transl cell count 5 µM	Dynein transport	Dynein transport cytoplasmic EGFP	Dynein transport nuclear GR-EGFP	Dynein transport cell count
CCN1CCN(c2cc(C)c3cc(NC(=O)Cc4ccc(OC)c(OC)c4)ccc3n2)CC1	8.9	644	0	1932	12.8	2.9	.	i	-11.6	-5.5%	1.8	2.3	8.0	-1.5	1118	-0.754	-0.0725	-0.166	0.663
COc1ccc2[nH]c(=O)c(CN(C(=O)c3cccnc3)c3ccc(C)c(C)c3)cc2c1	-0.1	749	-0.35	1062	.	.	.	.	.	.	.	.	.	-0.1	1219	-0.855	0.065	-0.409	0.282
O=[N+]([O-])c1ccc(CSc2ccc(-c3ccccn3)nn2)cc1	5.2	670	-0.13	1552	3.7	9.7	-1.8%	i	28.6	-4.3%	3.7	0.7	2.6	-3.8	1055	1.77	-0.167	1.57	-0.649
COc1ccc(C2C3=C(Nc4ncnn42)c2ccccc2CC3)cc1OC (stereo not drawn)	.	.	-0.25	1094	2.9	-3.1	-2.0%	i	3.1	-8.3%	15.8	26.2	59.7	1.1	1125	-0.736	-0.0716	0.138	-0.546
COc1cccc(NC(=O)COC(=O)Cc2ccc(Br)cc2)c1	-2.5	700	1.11	1346	8.8	-5.1	-11.2%	i	14.1	-1.9%	1.1	1.6	4.2	-0.9	1083	-0.898	-0.122	-0.746	1.12
CCC(C)NC(=O)COC(=O)c1ccc(Cl)cc1O (stereo not drawn)	5.8	672	0.31	1685	1.2	0.7	-1.8%	i	-1.6	-1.4%	2.8	1.8	7.6	-5.4	1135	-0.0773	-0.35	-0.335	0.109
Cc1cc(/C=C(\C#N)c2nnc(N3CCOCC3)n2-c2ccccc2)c(C)n1-c1ccccc1	-1.9	688	-0.03	1135	-6.7	7.6	3.2%	i	6.1	-4.8%	2.6	3.0	12.7	1.2	928	-0.421	-0.237	-0.0543	-0.145
Cc1ccc(S(=O)(=O)N(Cc2cc3cccc(C)c3[nH]c2=O)c2ccccc2)cc1	2.0	678	0.18	1407	8.4	8.7	5.0%	i	13.1	-1.4%	4.5	3.8	10.9	-2.0	986	0.98	-0.0774	0.832	0.134
O=C(Nc1ccc(C2CCCCC2)cc1)C1CCCN(c2ncccn2)C1 (stereo not drawn)	.	.	3.77*	1084*	.	.	-1.9%	.	.	-5.5%	.	.	.	3.1	537	.	.	.	.
Cc1cs/c(=N\N=C\c2ccc(O)cc2)n1Cc1ccco1	14.7	642	-0.09	1298	20.6	1.1	-1.1%	i	23.4	-2.3%	2.1	1.2	1.2	-0.7	1006	-0.534	-0.298	-0.693	0.89
CN(c1cccc(NC(=O)CSc2ccc(Cl)cc2)c1)S(C)(=O)=O	7.1	749	0.04	851	-6.3	-43.2	-0.2%	i	6.3	-7.5%	1.2	1.3	5.4	-3.4	1149	1.5	0.119	1.59	-1.54
O=C(CSc1n[nH]c(-c2ccccc2)n1)NC(=O)NCc1ccco1	.	.	0.8	1305	-8.1	-1.7	0.2%	i	-3.2	-3.3%	2.9	2.1	3.0	-8.9	1108	-0.656	-0.209	-0.249	-0.236
Cc1nn(C)cc1CNC(=O)C1C2CCC(O2)C1C(=O)O (stereo not drawn)	.	.	0.31	1458	-6.8	24.9	0.4%	i	11.0	1.9%	7.2	3.3	7.9	-3.0	985	0.000669	-0.209	0.295	-0.402
Cc1nc2nc(-c3ccccc3)cc(=O)n2[nH]1	-0.6	725	-0.33	1233	5.1	19.7	-6.4%	i	12.8	-3.8%	6.3	3.2	4.2	-5.9	1245	3.3	-0.34	1.1	-0.514
Nc1ncc2c(n1)-c1ccccc1CC2	-3.3	728	0.91	1195	-2.4	5.3	3.2%	i	-3.4	-1.0%	4.8	5.2	0.7	-1.9	991	-0.0302	0.186	0.344	0.05
[O-][n+]1onc2c1CCc1nnccc1-2	-7.6	799	0.18	1343	2.1	-5.5	-0.7%	i	2.4	0.2%	1.9	2.4	4.2	-0.1	1076	-0.165	-0.284	-0.153	0.703
O=C(O)C1CCN(C(=O)NC2CCCCC2)CC1	18.1	844	1.52	889	0.4	-34.1	-1.0%	i	2.8	-9.6%	2.5	2.2	7.5	.	.	-0.125	-0.215	0.0519	0.265
C/C(=N\NC(=S)Nc1ccccc1C)C1Cc2ccccc2C(=O)O1 (stereo not drawn)	-16.4	703	-0.14	1380	.	.	.	.	.	.	.	.	.	-2.1	1228	-0.768	-0.27	-0.458	1.21
COc1cc(OC)nc(NC(=O)CS(=O)(=O)c2ccccc2)n1	11.5	770	0.51	1177	-2.6	18.2	-0.5%	i	0.1	-3.9%	2.0	1.9	4.6	4.3	1034	-0.449	-0.204	-0.00696	0.118
CC(=O)Nc1ccc(C(=O)N2CC(=O)NC(=O)C2)cc1	-31.9	680	-0.57	958	.	.	.	.	.	.	.	.	.	0.4	1393	0.0644	-0.255	0.522	-0.356
O=C(CCC1CCCN(C(=O)C2=CCCC2)C1)N1CCN(c2ccccn2)CC1 (stereo not drawn)	23.9	678	-1.33	1610	7.0	-3.1	2.7%	i	5.9	0.3%	3.9	1.4	4.1	0.7	1528	1.32	-0.127	1.11	-1.88
COc1cc2[nH]c(=S)n(NC(=O)CC(C)C)c(=O)c2cc1OC	1.0	757	-0.19	1221	10.8	17.3	3.5%	i	0.0	-8.0%	2.4	1.7	3.1	-1.0	1075	-1.03	0.425	-0.274	0.136
O=S(=O)(NC1=NCCCCC1)c1ccc2sc(NS(=O)(=O)c3ccc4ccccc4c3)nc2c1	-1.0	651	0.37	933	.	.	.	.	.	.	.	.	.	0.2	1284	0.0364	-0.177	0.272	-0.54
COc1ccc(NCc2nnc(SCC(=O)Nc3ccc(OC)cc3OC)o2)cc1	-2.8	691	-0.17	1481	-16.5	-0.8	0.7%	i	10.9	-4.3%	2.9	1.8	7.9	0.7	1443	-0.245	-0.33	-0.419	0.883
Nc1ccc2c(c1)Cc1cc([N+](=O)[O-])ccc1-2	13.0	657	.	.	19.2	26.2	0.0%	+	17.9*	-2.6%	2.6	1.1	5.1	-1.3	1002	-6.87	21.7	-0.301	0.109
CCOc1ccc(CN=C(N)N=C(N)N)cc1Cl	.	.	-0.8	1178	13.5	23.5	2.1%	i	6.7	-2.8%	3.8	2.0	1.1	3.2	1426	-0.571	-0.19	0.321	0.139
CCCCCCCCOC(=O)c1nc(Cl)c(Cl)c(N)c1Cl	-2.8	660	-0.02	1418	68.8*	22.9*	-3.0%	i	-7.0	-6.8%	1.5	2.0	12.1	-1.4	983	0.817	-0.212	0.499	-0.307
Cc1nc(N2CCOCC2)nc(OCCN2CCOCC2)c1[N+](=O)[O-]	15.4	588	-0.31	2203	5.7	8.9	-1.6%	i	14.5	-2.7%	6.0	1.1	10.4	-2.2	1046	1.1	-0.211	0.661	-0.371
COc1ccc(-n2nc(C(=O)N3CCN(Cc4ccc5c(c4)OCO5)CC3)c3ccccc3c2=O)cc1	18.5	788	-0.8	1195	0.5	-2.0	0.5%	i	7.9	.	4.1	2.5	8.4	-2.1	1025	0.585	-0.226	0.386	0.255
CCOc1cccc(/C(O)=C2/C(=O)C(=O)N(Cc3cccnc3)C2c2ccco2)c1 (stereo not drawn)	.	.	.	.	-10.2	-21.5	-0.5%	i	-33.7	-2.3%	3.6	1.5	9.5	.	.	-0.164	-0.219	-0.251	0.352
COc1cccc(-n2nnnc2S(C)(=O)=O)c1	11.1	756	.	.	61.9	63.7	-2.0%	i	15.1	-2.8%	1.0	1.9	8.4	.	.	-4.51*	3.39*	-2.22*	1.17*
O=C(c1ccccc1)c1cnc(Nc2ccc(Cl)c(Cl)c2)s1	.	.	.	.	3.9	4.9	0.1%	i	-20.7	-2.4%	2.6	2.1	5.1	.	.	0.351	-0.0932	0.344	0.45
COCCCNS(=O)(=O)c1ccccc1	.	.	-0.09	1144	9.9	-12.5	-0.2%	i	3.6	-2.1%	4.8	3.0	11.4	-1.1	1116	-1.58	-0.314	-0.527	0.0401
COc1ccc(Cc2nc(N)nc(N)n2)cc1	-0.4	764	0.47	1369	-11.4	2.1	-2.0%	i	7.2	1.4%	3.4	2.6	8.0	-3.6	603	0.346	-0.281	0.534	0.393
Cc1cc(NC(=O)c2sc(Nc3cccc(C(F)(F)F)c3)nc2N)no1	.	.	-1.66	1343	-5.5	-3.4	0.7%	i	-4.8	1.4%	1.9	1.8	6.2	-5.6	920	-0.102	-0.0528	0.364	-0.0825
O=C(Cc1ccccc1)NC1(O)C(=O)c2ccccc2C1=O	8.0	696	0.17	1103	.	.	.	.	.	.	.	.	.	0.5	1356	1.53	-0.137	1.31	-1.07

Not a hit list. About 4% of those tested had a hit in this group.
